hiPSC survival = increases survival of single human iPS cells | AID 602274 | hiPSC single-cell survival, ATPlite luminescence; 100% = ROCK inhibitor wells, 0% = DMSO | hit rate 0.044% among 360,000 | survival enhancement, % at 20 µM; in the data active means survival enhancement above about 18%;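 further: cells exposed to compounds for 16 hours before the ATP read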
Granule exo inh = lytic granule exocytosis inhibition; TALL-104 LAMP-1 surface exposure, flow cytometry; cells stimulated with thapsigargin and PMA; inhibition, % at 10 µM; hit rate 0.66% among 360,000; AID 651702;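 active means inhibition above about 55%, limit read from the data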
aDG glyco up = increases alpha dystroglycan glycosylation; AID 624168; activation, % at 10 µM; hit rate 0.22% among 360,000; Pro5-aDG cells, alpha-DG glycosylation AlphaScreen (IIH6); 0% Pro5, 100% B10-LARGE cell signal;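 active means activation of at least 8% versus controls, or a plate z-score of at least 8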;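 further: Pro5 are CHO cells carrying HIG-tagged alpha-DG that lacks glycosylation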
NR2E3 ag-1 = agonists of human nuclear receptor NR2E3. Q9Y5X4. hit rate 0.12% among 320,000. inhibition of corepressor binding, % at 4.78 µM. AID 2300. GST-NR2E3/biotin-RetCOR TR-FRET, 1536-well;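 active means percent inhibition above the cutoff of mean plus 3 SD of all tested compounds, set per screening campaign, cut at about 20% in these data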;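 further: 0% = DMSO wells and 100% = biotin wells as full block of FRET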
Target sequence (Q9Y5X4 whole entry, looked up): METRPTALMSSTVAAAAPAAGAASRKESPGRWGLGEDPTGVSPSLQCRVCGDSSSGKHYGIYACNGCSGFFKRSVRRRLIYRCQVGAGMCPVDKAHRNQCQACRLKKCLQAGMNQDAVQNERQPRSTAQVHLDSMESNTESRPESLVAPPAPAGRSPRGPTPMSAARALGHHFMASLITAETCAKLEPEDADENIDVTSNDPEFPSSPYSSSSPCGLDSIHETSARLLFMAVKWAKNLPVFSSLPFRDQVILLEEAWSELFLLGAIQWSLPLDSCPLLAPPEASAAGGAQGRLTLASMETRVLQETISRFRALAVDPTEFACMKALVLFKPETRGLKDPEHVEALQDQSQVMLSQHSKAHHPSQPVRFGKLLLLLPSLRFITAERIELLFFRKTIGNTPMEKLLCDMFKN
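Assay system: NR2E3–RetCOR corepressor complex. Quantity: 1.35 nM GST-NR2E3. Buffer or medium: pH 7.5 Tris-based buffer. Reagent: biotinylated RetCOR corepressor at 7 nM final. Schedule: 5 h at 4 °C. Detection: TR-FRET, emission read at 617 and 671 nm. Replicates: one well per compound, singlicate testing.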
HIF-2a inh = inhibitors of HIF-2a; hit rate 0.72% among 360,000; 786-0 RCC cells HIF-2a reporter, luciferase luminescence, overnight; inhibition, % at 18.8 µM; AID 624352;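 active means inhibition of the luminescence signal of 40% or more relative to plate controls, in a single-dose primary screen at 18.75 µM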
CaV13 FRET inh = Disruptors of the CACNA1D IQ motif to Ca2+-dependent inactivation inhibitor domain association, primary screening, Förster resonance energy transfer in intact living … | inhibition, % at 12.3 µM | HEK cells, CFP/YFP FRET ICDI-IQ, plate reader, 10 min; percent FRET-ratio fall versus neutral wells | hit rate 0.098% among 340,000 | AID 743397;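 active means mean replicate inhibition of at least 30% and at least 1% of replicates passing that level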;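 further: 0% = median of the neutral control wells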
Peg3 promoter = Peg3 promoter activity inhibition; HeLa PEG-Prom luciferase reporter, luminescence, overnight; AID 588405; hit rate 1.7% among 360,000; inhibition, % at 20 µM;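 active means inhibition of at least 50% at 20 µM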
MITF TRPM1 inh = MITF TRPM1 promoter inhibition in SK-MEL-5 cells; AID 488899; hit rate 0.83% among 330,000; inhibition, % at 12.5 µM; SK-MEL-5 TRPM1 promoter luciferase, 24 h;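 active means mean inhibition across replicates of 60% or more, whatever share of single replicates reaches that level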; further: values of inactives mirror those of a sister screen read the other way
NR2E3 ag-2 = human photoreceptor-specific nuclear receptor agonism; Q9Y5X4; CHO-S Gal4-NCOR/VP16-NR2E3 two-hybrid, luciferase; inhibition of corepressor binding, % at 3.98 µM; hit rate 0.35% among 360,000; AID 602229;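 active means inhibition above the mean of all tested compounds plus 3 SD, cut at about 70% in these data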;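 further: 0% = DMSO with NR2E3 transfected cells and 100% = cells lacking NR2E3 construct; higher means lower luciferase signal from less NR2E3 corepressor binding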
Vif imaging = inhibitors of HIV Vif | HEK293T cells, Vif self-association by quenched fluorescence, imaging, 24 h | inhibition, % at 7.49 µM | hit rate 0.35% among 340,000 | AID 602346; in the data active means inhibition above about 50%, passing the limit was not always enough; further: some results filed as inactive read as strong as hits
PDI turbidity = inhibitors of human protein disulfide isomerase. P07237. PDI insulin aggregation turbidity, A650, 90 min. inhibition, % at 10 µM. hit rate 0.052% among 350,000;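 active means mean inhibition across replicates of 30% or more, whatever share of single replicates reach that level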;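 further: absorbance from insulin aggregation driven by PDI reduction with DTT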
Target sequence (P07237 whole entry, looked up): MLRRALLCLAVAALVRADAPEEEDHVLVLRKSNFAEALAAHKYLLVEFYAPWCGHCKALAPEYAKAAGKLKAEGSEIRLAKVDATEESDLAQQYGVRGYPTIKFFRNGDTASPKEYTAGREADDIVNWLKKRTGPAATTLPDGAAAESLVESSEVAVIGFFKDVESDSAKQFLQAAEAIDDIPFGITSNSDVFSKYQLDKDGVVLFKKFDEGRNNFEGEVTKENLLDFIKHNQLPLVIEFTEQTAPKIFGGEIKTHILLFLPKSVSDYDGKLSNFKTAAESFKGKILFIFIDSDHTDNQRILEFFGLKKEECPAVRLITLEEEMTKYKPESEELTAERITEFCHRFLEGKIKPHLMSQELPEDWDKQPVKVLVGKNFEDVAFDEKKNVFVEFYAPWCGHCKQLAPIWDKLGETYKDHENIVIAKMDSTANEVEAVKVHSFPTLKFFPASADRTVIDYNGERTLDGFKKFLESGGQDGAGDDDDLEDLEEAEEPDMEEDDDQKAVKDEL
* marks the source's active call; other numbers are inactive results; nt = no result given; + = active, no number. Random draw from the library (roughly 3.5% active in at least one column).

SMILES	hiPSC survival	Granule exo inh	aDG glyco up	NR2E3 ag-1	HIF-2a inh	CaV13 FRET inh	Peg3 promoter	MITF TRPM1 inh	NR2E3 ag-2	Vif imaging	PDI turbidity
COc1cc(CC(=O)OCC(=O)NCc2ccc(C)cc2)cc(OC)c1OC	-0.3	-11	0.0	3	0	-6	-6	nt	-1	3	6
CCNC(=S)N1CCC(C(O)(c2ccccc2)c2ccccc2)CC1	1.5	0	-0.2	0	13	-2	2	6	-3	-4	-10
CC12CCC(CC1=O)C2(C)C (stereo not given)	1.3	0	0.3	-2	7	nt	10	14	1	10	nt
CC(Sc1nnc(-c2ccccc2F)n1C)C(=O)NC1CCCCC1 (stereo not given)	-0.4	-4	-0.2	0	16	-15	7	8	-5	-3	5
COc1ccc(NC(=O)CN(C)C(=O)CCCSc2nc3ccccc3[nH]2)cc1	0.8	10	-0.2	0	-15	-6	-9	0	-8	2	3
Cc1ccc(-n2nc3c(c2NC(=O)c2cccs2)CS(=O)(=O)C3)cc1C	0.4	4	0.0	-1	3	nt	-7	-3	-15	-4	-3
CCN1CCN(c2cc(C)c3cc(NC(=S)N(CC)CC)ccc3n2)CC1	-0.4	-1	0.2	1	-11	-20	-11	-21	4	3	8
O=C1c2ccccc2[C@@H]2Cc3csc[n+]3[C@H]12	-0.3	1	0.9	nt	7	-6	nt	nt	-4	nt	nt
CC(=O)c1cc2c(cc1NC(=O)CCn1cccc1)OCO2	5.0	-2	0.4	-4	4	-5	0	-6	0	-1	-2
CCc1nc(NC(=O)NS(=O)(=O)c2ccccc2C(=O)OC)nc(OC)n1	0.4	0	0.0	0	6	-19	6	2	-38	1	4
OC[C@H]1O[C@@H](c2nc(-c3ccccc3Br)no2)[C@H](O)[C@@H]1O	-3.5	-4	-0.1	nt	16	-5	20	nt	4	13	18
CSc1ccc(CN2CCC(C)(Oc3cccc(F)c3)C2)cc1 (stereo not given)	-0.7	-1	0.0	nt	4	-6	-5	nt	-25	7	5
COc1cc(CNC(=O)Nc2nc(C(N)c3ccccc3)cs2)cc(OC)c1OC (stereo not given)	-1.8	-3	0.0	nt	7	-7	-1	nt	-7	-6	1
COc1ccc(OC)c(NC(=O)CNC(=O)Cn2ccc3ccccc3c2=O)c1	-1.0	-6	0.0	3	12	-6	18	nt	-11	nt	-10
c1ccc2c(c1)NC(c1ccncc1)n1c-2nc2ccccc21 (stereo not given)	-1.6	-1	1.1	0	-34	-5	-51	-23	2	-5	21
C/C(=N\NC(=O)c1nnn(-c2nonc2N)c1CN1CCC(C)CC1)c1cccc(Br)c1	1.7	-4	-0.3	1	-1	-6	-8	-3	-2	-7	0
CCOC(=O)c1c(C)[nH]c(C)c1C(=O)COC(=O)c1sccc1C	0.3	-1	-0.2	5	-10	-17	11	-10	-10	-10	6
COc1cc(SC)ccc1C(=O)Nc1ccc2c(c1)CCN2S(C)(=O)=O	4.7	8	0.0	-1	-208	nt	-39	-38	-8	-1	-1
O=C(Cc1c[nH]c2ccccc12)Nc1nccs1	8.1	1	-0.1	5	-124	0	-32	1	-20	4	5
COc1ccc2nc(C)[nH]c(=O)c2c1	0.0	10	-0.1	0	5	nt	4	0	-26	-12	-2
Cc1cccc2cc(C#N)c(NCCCNS(=O)(=O)c3ccc(Cl)cc3)nc12	-0.2	15	1.1	3	-1	-2	25	5	20	-1	-5
O=C(NC1CCCCC1)C(c1cccs1)N(CC1CCCO1)C(=O)c1csnn1 (stereo not given)	-0.8	3	0.2	-2	14	-3	-4	-6	-13	1	-1
CC1CCCCC1NC(=O)C1CCC(CNS(=O)(=O)c2ccc3c(c2)C(C)(C)C(=O)N3C)CC1 (stereo not given)	0.8	-1	-0.1	nt	12	-6	8	nt	0	14	-1
COc1ccc(C(=O)N2CCN(C3CCCCC3)CC2)cc1OC	0.6	8	-0.1	-1	2	-6	16	9	1	-3	0
CCc1nnc(NC(=O)CCC(=O)N2CCN(Cc3ccc(F)cc3)CC2)s1	0.9	0	-0.1	-2	-2	-4	4	-7	-3	17	-1

A draw from above in order of number of heavy atoms, largest number first.
SMILES	hiPSC survival	Granule exo inh	aDG glyco up	NR2E3 ag-1	HIF-2a inh	CaV13 FRET inh	Peg3 promoter	MITF TRPM1 inh	NR2E3 ag-2	Vif imaging	PDI turbidity
CC1CCCCC1NC(=O)C1CCC(CNS(=O)(=O)c2ccc3c(c2)C(C)(C)C(=O)N3C)CC1 (stereo not given)	0.8	-1	-0.1	nt	12	-6	8	nt	0	14	-1
COc1ccc(OC)c(NC(=O)CNC(=O)Cn2ccc3ccccc3c2=O)c1	-1.0	-6	0.0	3	12	-6	18	nt	-11	nt	-10
CCc1nnc(NC(=O)CCC(=O)N2CCN(Cc3ccc(F)cc3)CC2)s1	0.9	0	-0.1	-2	-2	-4	4	-7	-3	17	-1
CCc1nc(NC(=O)NS(=O)(=O)c2ccccc2C(=O)OC)nc(OC)n1	0.4	0	0.0	0	6	-19	6	2	-38	1	4
CCNC(=S)N1CCC(C(O)(c2ccccc2)c2ccccc2)CC1	1.5	0	-0.2	0	13	-2	2	6	-3	-4	-10
COc1ccc(C(=O)N2CCN(C3CCCCC3)CC2)cc1OC	0.6	8	-0.1	-1	2	-6	16	9	1	-3	0
c1ccc2c(c1)NC(c1ccncc1)n1c-2nc2ccccc21 (stereo not given)	-1.6	-1	1.1	0	-34	-5	-51	-23	2	-5	21
CC(=O)c1cc2c(cc1NC(=O)CCn1cccc1)OCO2	5.0	-2	0.4	-4	4	-5	0	-6	0	-1	-2
O=C(Cc1c[nH]c2ccccc12)Nc1nccs1	8.1	1	-0.1	5	-124	0	-32	1	-20	4	5
O=C1c2ccccc2[C@@H]2Cc3csc[n+]3[C@H]12	-0.3	1	0.9	nt	7	-6	nt	nt	-4	nt	nt
COc1ccc2nc(C)[nH]c(=O)c2c1	0.0	10	-0.1	0	5	nt	4	0	-26	-12	-2

Later entries
SMILES	hiPSC survival	Granule exo inh	aDG glyco up	NR2E3 ag-1	HIF-2a inh	CaV13 FRET inh	Peg3 promoter	MITF TRPM1 inh	NR2E3 ag-2	Vif imaging	PDI turbidity
N#CC1=C(N)Oc2cc(N)ccc2C1c1ccc(F)cc1F (stereo not given)	-0.5	-8	0.0	1	21	+	35	12	-7	21	-18
Cc1cccc(NC(=S)N2CCC(NC(=O)c3cccc(F)c3)CC2)c1	0.1	-4	-0.1	0	11	-3	4	3	-19	-6	-15
O=C(Nc1nc2c(s1)CCCC2)c1ccc(Br)s1	-1.2	0	0.8	9	-327	-7	-300	2	-138	nt	-1
Nc1nc(SCC(=O)Nc2ccccc2-c2ccccc2)n[nH]1	0.4	-1	-0.1	0	11	-9	4	2	-9	-6	-9
Cc1ccc(CC2CC(=O)N(c3ncccn3)C2=O)cc1 (stereo not given)	0.4	-1	-0.1	-2	19	-5	7	1	-14	-2	-4
COc1ccc(S(=O)(=O)NC(=O)C2(C)CCN2C(=O)COc2ccc(Cl)cc2)cc1OC (stereo not given)	8.1	0	0.0	nt	6	-5	-3	nt	-29	14	0
CCn1c(O)c(N=NC2=NC(=O)CS2)c2ccccc21	0.7	0	-0.5	-4	18	nt	12	18	20	-3	8
COc1ccc(-n2cnnc2SCc2csc(-c3ccccc3)n2)cc1	6.0	-3	-0.1	1	24	-5	2	9	-3	-2	9
CN(C)c1ccc(C2CC(=O)C=C(Nc3ccccc3N)C2)cc1 (stereo not given)	-0.6	-4	-0.1	2	-89	-19	-8	nt	-69	5	-2
CCc1ccc(OCC(=O)NNC(=S)NC(=O)C2CC2)c(Br)c1	-0.4	3	1.4	nt	-45	-7	-8	6	-81	6	-8
C[C@H](CO)N1C[C@H](C)[C@@H](CN(C)C(=O)Nc2ccc(C(F)(F)F)cc2)Oc2c(NC(=O)CCC(F)(F)F)cccc2C1=O	-0.4	-3	-0.2	nt	12	-7	-10	3	-24	-17	-3
O=C(c1ccc(S(=O)(=O)N2CCCC2)cc1)N1CCCCC1	-0.5	3	-0.2	-2	5	-4	4	-5	-11	nt	-4
COc1ccccc1N1CCN(/N=C\c2sccc2C)CC1	0.3	-5	-0.3	3	-154	-4	-110	-49	-43	1	-4
Cc1cc(-c2cc(-c3ccc(Cl)cc3)nc(N)c2C#N)co1	1.5	-1	0.6	5	23	nt	19	5	-32	0	-4
COc1ccc(CCNC(=O)c2ccc(C)s2)cc1OC	0.8	8	0.1	3	-8	-1	-2	8	-3	8	20
COc1ccc(-c2cc(C(=O)N3CCCc4ccccc43)no2)cc1OC	2.6	1	-0.2	1	-47	nt	-28	-13	12	-5	-2
O=C(NNC(=S)Nc1ccc(F)cc1)[C@H]1C[C@@H]1c1ccccc1	-0.8	3	-0.1	6	-6	-3	-5	nt	-5	-4	4
CCOC(=O)Nc1ccccc1C(=O)Nc1cc(C)cc(C)c1	0.4	-2	0.0	4	13	-9	16	3	28	-2	-1
O=C(N/N=C/c1c[nH]c2c1ccc1ccccc12)c1ccc([N+](=O)[O-])cc1	-0.2	-1	0.0	3	9	-15	5	-24	-8	2	11
O=C(Nc1ccccc1)c1cc(C2CCCCN2S(=O)(=O)Cc2cccc(C(F)(F)F)c2)on1 (stereo not given)	-0.8	-5	0.3	nt	0	-4	-7	nt	-24	-2	7
CC1(C)CC(=O)C=C(c2ccc(-c3cccc(C(N)=O)c3)cc2)C1=O	-1.3	-4	0.4	nt	-40	-3	-374	nt	-33	-3	14
Cc1[nH]c2ccc(C(=O)NCCCN3CCOCC3)cc2c1C	0.5	6	-0.3	-2	0	-3	-1	8	-17	11	-2
Cc1ccc(Cn2cccc(NC(=O)c3ccco3)c2=O)cc1	-1.9	-1	0.0	-1	-220	-5	-151	-24	-60	-6	3
CC(C)Cn1c(C(C)C)nc([N+](=O)[O-])c1S(=O)(=O)c1ccc(F)cc1	-2.8	0	0.0	3	37	-5	34	49	-14	11	1
CCN(CC)CCNC(=O)c1c(O)c2cccc3c2n(c1=O)CCC3	-0.1	-1	0.7	nt	17	nt	-1	2	-7	3	8
O=[N+]([O-])c1cccc(C2Nc3ccccc3CO2)c1 (stereo not given)	-2.9	2	1.3	nt	13	-7	6	nt	4	3	-6
CC1CCCN(C(=O)CSc2nnc3ccccn23)C1 (stereo not given)	-0.4	-3	-0.1	2	-48	-3	-52	-21	-48	2	18

Screening results from PubChem BioAssay.
